From PubChem BioAssay
S3 lipid droplet – qHTS Assay for Lipid Storage Modulators in Drosophila S3 Cells. Drosophila S3 cells, BODIPY lipid droplet fluorescence, 18-24 h; cells fed with added oleic acid. lipid storage change, negative = inhibition, % at the top dose, mostly 46.1 µM; hits show Potency in µM. actives 0.64% (n = 320,000). AID 2685; active = well fitted inhibition curve with a large enough effect in the signal ratio, with a control signal flat, not every such curve was filed as active; inconclusive = small, poorly fitted or top-dose-only effect, or effect the other way, or a change in a side signal; the % refers to the signal ratio
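Drosophila S3 cells got compounds at several concentrations plus oleic acid (400 uM solution). Laser-scanning cytometry with 488 nm excitation read lipid droplets at 500-530 nm and cells at 575-640 nm. Percent activity was relative to 20 uM Triacsin C.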
S3 lipid droplet cell count max – second read-out of S3 lipid droplet, no call of its own (marks repeat the call); cell number change, %; measured here: cell count max response;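 cells counted by Cell Tracker Red CMTPX staining in the red channel; peak over a dose series mostly up to 46.1 µM; percent activity relative to internal control wells on each plate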
An asterisk follows results filed as active; i = inactive; ? = inconclusive; · = no result given. % is scaled to controls: 0 for no effect and ±100 for the full control effect; potency is read from the fitted curve at half-maximal effect.

SMILES | S3 lipid droplet | S3 lipid droplet cell count max
CCOC(=O)C(=CNc1cccc(C)n1)C(=O)OCC | 0% | -9
Cc1c(C(=O)Nc2cccc(-c3nnc4n3CCCCC4)c2)oc2ccccc12 | -10% | -21
O=C(Nc1ccc2oc(=O)ccc2c1)c1ccc(-c2cccc([N+](=O)[O-])c2)o1 | -12% | -6
CCCCC(=O)Nc1ccccc1C(=O)OCC(=O)c1ccc2c(c1)OCCO2 | 9% | -3
CC(C)(C)OC(=O)NC1CNNC1=O (configuration not stated) | 12% | 3
O=C1NC(CCc2ccccc2)C(=O)N1Cc1cccc2ccccc12 (configuration not stated) | -19% | 4
CC12CCC(c3c(C(=O)N4CCOCC4)nn(-c4ccccc4)c31)C2(C)C (configuration not stated) | 11% | 16
CCOC(=O)CNc1c(-c2ccc(O)cc2)nc2ccc(Cl)cn12 | i | 12
Cc1cc(/C=C2/NC(=O)NC2=O)c(C)n1-c1ccc(C#N)cc1 | 4% | 10
CCOc1ccc(S(=O)(=O)Nc2cccc(C(=O)NCCCn3ccnc3)c2)cc1 | i | -4
CSc1cccc(NC(=O)COC(=O)C2CCN(S(=O)(=O)c3ccccc3)CC2)c1 | i | -8
C=CCOc1ccc(CNCc2cccnc2)cc1 | ? | ·

Looked up one by one from above:
SMILES | S3 lipid droplet | S3 lipid droplet cell count max
CSc1cccc(NC(=O)COC(=O)C2CCN(S(=O)(=O)c3ccccc3)CC2)c1 | i | -8
CC12CCC(c3c(C(=O)N4CCOCC4)nn(-c4ccccc4)c31)C2(C)C (configuration not stated) | 11% | 16
C=CCOc1ccc(CNCc2cccnc2)cc1 | ? | ·
CCCCC(=O)Nc1ccccc1C(=O)OCC(=O)c1ccc2c(c1)OCCO2 | 9% | -3
Cc1cc(/C=C2/NC(=O)NC2=O)c(C)n1-c1ccc(C#N)cc1 | 4% | 10
O=C(Nc1ccc2oc(=O)ccc2c1)c1ccc(-c2cccc([N+](=O)[O-])c2)o1 | -12% | -6

(continued)
SMILES | S3 lipid droplet | S3 lipid droplet cell count max
COc1ccc(NC(=O)CSc2n[nH]c(-c3ccco3)n2)cc1 | -17% | ·
CCc1ccccc1NC(=O)c1cnn(-c2ccccc2)c1C | -6% | -19
CC1=C(C(=O)OCc2ccccc2)C(c2ccco2)C2=C(CC(C)(C)CC2=O)N1 (configuration not stated) | 17% | -19
COC(=O)Cc1[nH]nc2c1C(c1cccc(OC)c1OC)C(C#N)=C(N)O2 (configuration not stated) | 21% | 4
CCN(CCNC(=O)c1cccc(N2CCCC2=O)c1)c1ccccc1 | ? | ·
COc1ccccc1C(=O)NC(=S)Nc1ccc(N2CCCC2)cc1 | 3% | 3
COC(=O)CSc1nc(NC(C)(C)C)nc(N(C)C)n1 | ? | ·
CCCCn1c2c(c(=O)n(C)c1=O)C(CC(=O)OCC(=O)Nc1cccc(C(F)(F)F)c1)C(=O)N2 (configuration not stated) | ? | ·
Cc1ccc(OCC(=O)NCCC2=CCCCC2)cc1 | ? | ·
Cc1cccc(Nc2ncnc3c2cnn3C)c1 | -9% | 2
CC(C)N1CC2=C(C1=O)C(c1ccc(O)cc1)NC(=O)N2C (configuration not stated) | -4% | 0
CC1(C)CC(=O)/C(=C(/O)Cc2ccccc2)C(=NCCc2ccccc2)C1 | ? | ·
Cc1cc(C(F)(F)F)cc(NNC(=O)NC(=O)c2c(F)cccc2Cl)n1 | 0% | 2
CCCC(c1nnnn1Cc1ccc2c(c1)OCO2)N1CCC(C(N)=O)CC1 (configuration not stated) | ? | ·
COc1ccc(C)cc1NC(=O)C(Sc1nnc(-c2cccs2)o1)c1ccccc1 (configuration not stated) | ? | ·
CCOC(=O)C(C)n1cnc2c(nnn2-c2cccc(Cl)c2)c1=O (configuration not stated) | ? | ·
Nc1nonc1-c1nc2ccccc2n1CC(=O)N/N=C/c1ccc(-c2cccc(C(=O)O)c2)o1 | 2% | 19
COc1ccc(/C=N/NC(=O)c2cccnc2)cc1CN1CCc2cc(OC)c(OC)cc2C1C (configuration not stated) | -19% | ·
O=C(Oc1cccc2cccnc12)c1cccc(N2C(=O)C3C4CCC(C4)C3C2=O)c1 (configuration not stated) | ? | ·
O=C(CNS(=O)(=O)c1cccc(Br)c1)NCC1CCCCC1 | ? | ·
C=CCNC(=S)N1CCN(CCN=Cc2c(C)[nH]n(-c3ccc([N+](=O)[O-])cc3)c2=O)CC1 | ? | ·
Cc1cccc(N(C(=O)c2ccc(CN3CCOCC3)o2)C(C(=O)NC2CCCCC2)c2ccc(F)cc2)c1 (configuration not stated) | -9% | -2
COc1cccc(CNC(=O)C2CCN(S(=O)(=O)c3ccc(C)cc3)CC2)c1 | ? | ·
O=C(NNc1ccccc1Br)C(O)(c1cccc(C(F)(F)F)c1)c1cccc(C(F)(F)F)c1 | ? | ·
O=C(COc1ccccc1)NC1CCSc2ccccc21 (configuration not stated) | ? | ·
COc1ccc(-n2ncc3c(SCC(=O)NNC(C)=O)ncnc32)cc1 | i | 18
Cc1cc(=O)[nH]c(NCCO)n1 | 8% | -11
O=C(N/N=C/c1sc(=O)n(Cc2ccc(Br)cc2)c1Cl)c1ccco1 | ? | ·
COc1ccc(CNC(=O)C(C)Sc2ccc(S(=O)(=O)N3CCOCC3)cn2)cc1 (configuration not stated) | ? | ·
O=C(CSc1ncn[nH]1)N/N=C/c1ccc(C(F)(F)F)cc1 | 7% | 3
CCCNc1ccc(C(=O)OCC)cc1[N+](=O)[O-] | 1% | 3
CSc1sc(C)cc1/C=N/O | -4% | 24
O=C(CC(=O)c1cc(Cl)ccc1O)c1ccccc1 | ? | ·
CCN1CC(CN(C)Cc2cn(-c3ccc(C)cc3)nc2-c2cccc(C)c2)CC1=O (configuration not stated) | 23% | 5
CC(C)C1CC(CCNCc2ccc(N(C)C)cc2)(c2ccccc2)CCO1 (configuration not stated) | ? | ·
N#Cc1c(SC(C(=O)O)c2ccccc2)nc2c(c1-c1cccs1)CCCC2 (configuration not stated) | ? | ·

Compound profiles, as listed above. Order of screens: S3 lipid droplet	S3 lipid droplet cell count max
Profile of CC(C)C1CC(CCNCc2ccc(N(C)C)cc2)(c2ccccc2)CCO1 (configuration not stated) : ?	·
Profile of O=C(CSc1ncn[nH]1)N/N=C/c1ccc(C(F)(F)F)cc1 : 7%	3

Continuation.
SMILES | S3 lipid droplet | S3 lipid droplet cell count max
CC(Nc1cc(=O)n(C)c(=O)[nH]1)c1ccccc1 (configuration not stated) | ? | ·
COc1ccccc1C(=O)Nc1nnc(-c2ccco2)s1 | ? | ·
COc1ccc(C(=O)c2ccc(OC)c(Br)c2)cc1Br | ? | ·
Cc1ccnc(NC(=O)c2cccc(S(=O)(=O)N3CCCC3)c2)c1 | ? | ·
Cc1[nH][nH]c(=O)c1C=NCc1cccc(C(F)(F)F)c1 | ? | ·
COc1ccc(C(CNC(=O)CNC(=O)c2cc(OC)c(OC)c(OC)c2)N2CCOCC2)cc1 (configuration not stated) | ? | ·
CCOc1ccc(N(Cc2ccccc2F)C2=NC3CS(=O)(=O)CC3S2)cc1 (configuration not stated) | 8% | ·
CCc1ccccc1NC(=O)CC1CS(=O)(=O)CC1CC(=O)Nc1ccccc1CC (configuration not stated) | 5% | 1
COC(=O)c1ccc(OCc2nc(N)nc(N3CCOCC3)n2)cc1 | ? | ·
C=CCOC(=O)CCCCCCCC | ? | ·
Cc1nnc(N(Cc2ccco2)C(=O)c2cccc(C#N)c2)s1 | i | ·
Cc1cc2occ(CC(=O)N(C)CC(=O)Nc3ccc(F)cc3)c2cc1C | ? | ·
CC(C)NC(=O)Cn1c(SCC(=O)N2CCCc3ccccc32)nc2ccccc21 | ? | ·
COc1ccc(-n2nc(C(=O)NCC(=O)N3CCCC(C)C3)c3ccccc3c2=O)cc1 (configuration not stated) | ? | ·
CC(C)(C)NC(=O)C(c1ccncc1)N(C(=O)C1CSC(=O)C1)c1ccccc1 (configuration not stated) | -3% | -7
CCCCNS(=O)(=O)c1ccc(OC)c(Cl)c1Cl | ? | ·
CC(C)(C)NC(=O)c1oc2ccccc2c1COc1ccccc1 | ? | ·
Cc1cc(C)c(C#N)c(Sc2nnnn2-c2ccccc2)n1 | ? | ·
Cc1cc(O)ccc1NC(=O)c1ccccc1 | ? | ·
O=C(c1cccc(Cl)c1)N1CCC(N2CCC(C(=O)N3CCCC3)CC2)CC1 | -10% | -15
CC(C)Cn1c(N)c(C(=O)COC(=O)CCc2nc3ccccc3s2)c(=O)n(C)c1=O | ? | ·
O=C(COC(=O)/C=C/c1ccc(C(F)(F)F)cc1)NC1CC1 | ? | ·
CNc1nc(-c2ccc3c(c2)CCN3C(=O)c2ccccc2F)cs1 | 0% | 1
COc1ccc(C(C)=O)cc1Cn1nc(C)c([N+](=O)[O-])c1C | 0% | 22
CCOc1ccc(CNC(=O)c2ccc(NC(=O)C3=CSCCO3)cc2)cc1 | ? | ·
O=C(COc1ccc(Cl)cc1)Nc1ccc2oc(=O)ccc2c1 | -13% | -7
CC(=O)Nc1nc(C)c(-c2nc3ccc([N+](=O)[O-])cc3[nH]2)s1 | ? | ·
CC(C)C(=O)Nc1cccc(NC(=S)NC(=O)c2cccs2)c1 | ? | ·
Cc1n(CC(O)COC2CCCCC2)c2ccccc2[n+]1C (configuration not stated) | 2% | -1
CN1CCN(S(=O)(=O)c2ccc(-c3ccc(S(=O)(=O)N4CCN(C)CC4)cc3)cc2)CC1 | ? | ·
Cn1c(=O)cc(OCC(=O)NC2CCCCC2)c2ccccc21 | 16% | -11
COc1cccc(/C=C/C(=O)OCC(=O)Nc2ccc(Cl)c(S(=O)(=O)N(C)C)c2)c1OC | ? | ·
Cc1ccc2c(=O)cc(C(=O)NCCc3ccc(S(N)(=O)=O)cc3)oc2c1 | 5% | 3
Cc1cccn2c(=O)c(/C=C(\C#N)S(=O)(=O)c3ccccc3)c(Oc3ccc(Cl)cc3)nc12 | 3% | -10
O=C1c2oc3ccc(Cl)cc3c(=O)c2C(c2cccnc2)N1Cc1ccco1 (configuration not stated) | 14% | 1
Cc1ccc(Nc2nc(C(=O)N3CCC(C(=O)N4CCN(C)CC4)CC3)cs2)cc1 | ? | ·

Arranged by the number under S3 lipid droplet cell count max (largest number first): 3 from the list above.
SMILES | S3 lipid droplet | S3 lipid droplet cell count max
Cc1ccc2c(=O)cc(C(=O)NCCc3ccc(S(N)(=O)=O)cc3)oc2c1 | 5% | 3
Cc1n(CC(O)COC2CCCCC2)c2ccccc2[n+]1C (configuration not stated) | 2% | -1
O=C(COc1ccc(Cl)cc1)Nc1ccc2oc(=O)ccc2c1 | -13% | -7

(list continues)
SMILES | S3 lipid droplet | S3 lipid droplet cell count max
COc1ccc(C)cc1NC(=O)C(c1ccccc1)N1CCNC(=O)C1 (configuration not stated) | ? | ·
CCc1ccc(C(=O)NNC(=O)c2n[nH]c(=O)c3ccccc23)cc1 | 18% | 7
CN1CCN(S(=O)(=O)c2ccc(NC(=O)c3ccc(Br)s3)cc2)CC1 | 19% | -10
Cc1[nH]c2ccccc2c1-c1nc2ccccc2[nH]c1=O | ? | ·
COc1ccc(/C=C/C(=O)Nn2cnnc2)cc1 | 14% | ·
COc1ccc(OCC(O)CN(C)C(=O)C(C)Oc2ccccc2)cc1 (configuration not stated) | 0% | -1
O=C(NCC1CCCO1)C(c1cccs1)N(C(=O)Cn1nnc(-c2cccs2)n1)C1CCCC1 (configuration not stated) | ? | ·
CN(C(=O)N1CCN(c2ccccn2)CC1)c1ccccc1 | -21% | 2
Cc1ccc2oc(C(=O)N(C)Cc3cnccn3)c(C)c2c1 | i | ·
COc1ccccc1/C=N/N1CCN(Cc2ccccc2Cl)CC1 | ? | ·
O=C(NCc1cccnc1)NC1CCCN1S(=O)(=O)c1ccc(Cl)cc1 (configuration not stated) | ? | ·
O=C(CNS(=O)(=O)c1cccc(Cl)c1)OCc1csc(-c2ccccc2)n1 | 7% | 5
CC(=O)OCC(=O)[C@@]1(O)CC[C@H]2[C@@H]3CCC4=CC(=O)CC[C@]4(C)[C@H]3C(=O)C[C@@]21C | -19% | 11
Fc1ccccc1N1CCN(C2CCCN(Cc3cccc(C(F)(F)F)c3)C2)CC1 (configuration not stated) | ? | ·
Cc1ccccc1Oc1cc(NC(=O)CCCn2nc(C)c([N+](=O)[O-])c2C)cc([N+](=O)[O-])c1 | ? | ·
COC(=O)c1ccc(Cn2nc(-c3ccc(C)cc3)ccc2=O)cc1 | 18% | 6
CCOc1ccccc1NC(=O)Cn1nnc(C(=O)NCc2ccc3c(c2)OCO3)c1N | ? | ·
CCOc1cc(/C=N/NC(N)=O)cc(Br)c1OCc1ccccc1 | 3% | -6
Cc1cccc(N(C(=O)c2snc(C(N)=O)c2N)C(C(=O)NC2CCCC2)c2ccncc2)c1 (configuration not stated) | ? | ·
COc1ccc(C)cc1-n1nnnc1SCC(=O)c1ccc2c(c1)OCCO2 | 12% | -9
COc1cc([N+](=O)[O-])ccc1NC(=O)NCc1cccnc1 | i | 5
CN(C)Cc1ccccc1Sc1cccc2ccccc12 | ? | ·
COc1ccccc1NC(=O)c1ccc(NS(=O)(=O)c2ccc(F)c(Cl)c2)cc1 | -4% | -8
O=C(NN=C1CCCC1)C(=O)Nc1cccc(C(F)(F)F)c1 | 24% | -5

These rows are one share of the data; rates above refer to the full screens.
